Screening data (PubChem)
14-3-3g Raf = alters human 14-3-3 gamma binding to Raf peptide. FP, 14-3-3gamma / TMR-pS259-Raf peptide binding. 160,000 tested, 0.19% active. AID 422. inhibition, % at 40 µM. P61981; in the data active means inhibition above about 30%;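 further: 0% = protein plus tracer without compound and 100% = blank with tracer alone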
Target sequence (P61981 whole entry, looked up): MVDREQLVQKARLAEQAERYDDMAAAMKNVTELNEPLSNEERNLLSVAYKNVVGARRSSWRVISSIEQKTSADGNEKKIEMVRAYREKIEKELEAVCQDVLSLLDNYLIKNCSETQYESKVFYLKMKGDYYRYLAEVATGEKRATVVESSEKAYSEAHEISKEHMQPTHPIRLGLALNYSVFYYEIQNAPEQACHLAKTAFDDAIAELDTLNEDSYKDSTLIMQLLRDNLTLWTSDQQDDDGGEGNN
Numbers without * were called inactive; & = joins results of further samples.

SMILES	14-3-3g Raf
COc1ccc(Cn2c(C)nc([N+](=O)[O-])c2S)cc1[N+](=O)[O-]	2.9
Cc1ccc(-c2noc(CN3CCN(C(c4ccccc4)c4ccccc4)CC3)n2)cc1	-15.7
CC(=O)Nc1ccc(S(=O)(=O)NCC2CCC(C(=O)N3CCCCCC3)CC2)cc1 (stereo not given)	-1.2
CCc1ccccc1NC(=O)c1cc(S(=O)(=O)N2CCCCC2)ccc1F	2.0
CCOc1ccc2ccccc2c1C(=O)NCCn1ccc2ccccc21	5.5
O=C1C2CCCCC2C(=O)N1c1ccc(NCCNc2cccc3ccccc23)c([N+](=O)[O-])c1 (stereo not given)	-1.4
O=C(Cn1cnc2ccccc21)NCCCN1CCOCC1	-13.9
CCCc1cc(=O)n2[nH]c(-c3ccccc3)c(-c3ccccc3)c2n1	2.8
CCn1cc(C(=O)N2CCn3c(nc4ccccc43)C2)c(=O)c2ccc(C)nc21	-3.7
O=[N+]([O-])c1ccccc1NC1OC(CO)C(O)C1O (stereo not given)	-1.3
O=C(CN1CCN(c2ccccn2)CC1)Nc1ccc2ccccc2c1	-3.0
CC(C)NC(=O)c1ccc2c(=O)n(CC3CCCO3)c(=S)[nH]c2c1 (stereo not given)	-6.2
COC(=O)CNC(=O)C1CCN(S(=O)(=O)c2cccc3nsnc23)CC1	10.7
CC(=O)Nc1ccc(N2CCOCC2)c(C(=O)Nc2cccc(C)c2)c1	1.1
CCOc1ccc(C(=O)Oc2cc(N)n(S(=O)(=O)c3ccc(C)cc3)n2)cc1	-11.9
O=C1N2CCSC2=NC1(Nc1ccccn1)C(F)(F)F (stereo not given)	-5.8
CC(C)CC(=O)Nc1ncnc2c1C(=O)CC(C)(C)C2	-4.8&1.9
CSc1nc2c(c(=O)[nH]c(=O)n2C)n1CC(O)COc1ccc(Cl)cc1 (stereo not given)	1.4
CCC1CCCCN1C(=O)c1ccc(C(=O)N2CCCCC2CC)cc1 (stereo not given)	-6.9
NC1=NC(c2cn(-c3ccccc3)nc2-c2cccs2)n2c(nc3ccccc32)N1 (stereo not given)	2.9
Cc1cccc(-c2n[nH]c(=S)n2-c2ccccc2)c1	-7.6
Cc1cccc2sc(NC(=O)c3ccc(Cl)c([N+](=O)[O-])c3)nc12	-9.5
COc1ccc(S(=O)(=O)NCCc2ccc(F)cc2)cc1	-6.9
CC(=O)Nc1ccc(S(=O)(=O)N2CCN=C2C)cc1	1.9
O=C(c1noc2c1CCCCC2)N1CCN(C(c2ccccc2)c2ccccc2)CC1	-8.8&-12.1
(list continues)
SMILES	14-3-3g Raf
CCN(CC)C(=O)C1CCCN(c2ccc(N3C(=O)C4CCCCC4C3=O)cc2[N+](=O)[O-])C1 (stereo not given)	-8.5
Cc1ccc(N2C(=O)C3C(C2=O)C2(C(C)C)C=CC3(C)CC2)cc1 (stereo not given)	3.8
CN1C(=O)c2ccccc2C(C(=O)O)C1c1cc(Br)ccc1O (stereo not given)	1.9
CCOC(=O)C1CCN(CCC(=O)Nc2ccc(C)cc2)CC1	-20.2
CC1CCN(Cc2nc3c(c(=O)n(C)c(=O)n3C)n2Cc2c(F)cccc2Cl)CC1	0.1
CC1=C(C(=O)OCC2CCCCC2)C(c2ccc3c(c2)OCO3)NC(=O)N1 (stereo not given)	-11.0
COc1ccc(Cl)cc1Nc1nc(-c2c(C)nc3cc(C)ccn23)cs1	-22.0
CCOC(=O)COc1ccc2cc(-c3nc4ccccc4[nH]3)c(=O)oc2c1	-24.3
COc1ccc(Cc2cnc(NC(=O)COc3ccccc3OC)s2)cc1	-3.5
C/C(Nc1cccc(F)c1)=C(/C#N)C(N)=O	-6.7
O=C(c1ccccc1)N1CCN(C2CC3CCC2C3)CC1 (stereo not given)	-5.0
Cc1cc(C)cc(N2C(=O)CSC2c2ccccc2C(F)(F)F)c1 (stereo not given)	3.0
CC1(C)CC(=O)C2=C(C1)Nc1nc(SCc3ccccc3F)[nH]c(=O)c1C2c1cccs1 (stereo not given)	-3.0
O=C(O)CCCNC(=O)Cc1ccccc1	-1.6
Cc1cc(NC(=O)c2ccc(Cn3nc(C)c(Br)c3C)o2)no1	7.8&-4.8
O=C(NCc1ccc2c(c1)OCO2)c1cc2c(s1)CS(=O)(=O)C2	-13.1
O=C(CSCc1cccc(Br)c1)Nc1ccc2ccccc2c1	-9.0
CCOC(=O)Nc1cc(OCC)c(NC(=O)C2CC2)cc1OCC	-3.1
O=C1CC2CS(=O)(=O)CC2N1c1cc(Oc2ccc(F)cc2)cc([N+](=O)[O-])c1 (stereo not given)	-2.4
O=C(CSc1nc2c([nH]c3ccccc32)c(=O)n1-c1ccc(F)cc1)NCc1ccccc1	0.7
O=C(c1ccccc1)c1ccc(N2CCOCC2)c(F)c1	-4.8
CCCCCCCNC1CC(=O)N(c2ccc(F)cc2)C1=O (stereo not given)	-2.1
Cc1cc(NC(=O)COC(=O)C2CCCN2C(=O)c2cccs2)no1 (stereo not given)	-2.5
COc1ccc(OC)c2c(N3CC(C)OC(C)C3)cc(C(F)(F)F)nc12 (stereo not given)	6.8&6.9
O=C(c1ccc(NS(=O)(=O)c2cccs2)cc1)N1CCCC1	0.1

Part of the list above, as labelled records:
> CC1=C(C(=O)OCC2CCCCC2)C(c2ccc3c(c2)OCO3)NC(=O)N1 (stereo not given)
  14-3-3g Raf: -11.0

> COc1ccc(Cl)cc1Nc1nc(-c2c(C)nc3cc(C)ccn23)cs1
  14-3-3g Raf: -22.0

Continued:
SMILES	14-3-3g Raf
CCCOc1ccccc1C(=O)NCCCC(=O)O	2.3&-4.7
COc1cc(C(=O)Nc2ccc3nc(N4CCN(C)CC4)cc(C)c3c2)cc(OC)c1OC	-3.4
COC(=O)c1ccc(C(=O)Nc2c(C(N)=O)oc3ccccc23)cc1	-3.2
CCN(CC)CCOC(=O)c1cc(Cl)c(N)cc1OC	2.8
O=C1C(=O)N(Cc2cccnc2)C(c2cccc(Br)c2)/C1=C(\O)c1ccc(F)cc1 (stereo not given)	-4.1
COc1ccc(CN2CCC(C(=O)N(C)CCc3ccc(OC)c(OC)c3)CC2)c(OC)c1	-11.3
O=C(O)c1c[nH]c2ccc(S(=O)(=O)N3CCN(c4ccccn4)CC3)cc2c1=O	-3.7
COc1ccc(-c2csc(NC(=O)c3ccc(Br)s3)n2)cc1OC	-9.6
N#Cc1c2c(c(N3CCN(Cc4ccccc4)CC3)n3c1nc1ccccc13)CCC2	-16.9
Cc1ccc(C2=NN(CC(=O)NCCCN3CCOCC3)C(=O)CC2)cc1	5.1
O=C1CC(c2cccc([N+](=O)[O-])c2)CC2=C1C(c1ccco1)Nc1ccccc1N2 (stereo not given)	6.3
Nc1c(C(=O)Nc2ccc(Oc3ccccc3)cc2)sc2nc3c(cc12)C(=O)CCC3	-9.9
CC(=O)Nc1ccc(S(=O)(=O)Nc2ccc(-c3nc4ccccc4[nH]3)cc2)cc1	-11.7
O=C(CSc1nnc(-c2ccc(F)cc2)o1)Nc1ccc(S(=O)(=O)N2CCCCCC2)cc1	-2.1
Cc1nc2c(C(=O)NCc3ccc4c(c3)OCO4)c[nH]n2c(=O)c1Cc1ccccc1F	-0.8&-2.2
COc1ccc2oc(=O)c(C(=O)N3CCN(c4ccc(F)cc4)CC3)cc2c1	-0.5
C/C(O)=c1/ccc2cccc3ncnc1c23	-3.8
COc1ccc(CC(=O)N2CCN(c3ccccn3)CC2)cc1OC	-4.8
Cc1cc2nn(-c3ccc(Cl)cc3)nc2cc1NC(=O)c1ccco1	-11.6
O=c1oc2ccc(Br)cc2cc1-c1nc(-c2ccc(Br)cc2)cs1	-4.0
Cc1ccc(CNS(=O)(=O)c2ccc(F)c(C(=O)Nc3ccc(C(C)C)cc3)c2)cc1	5.5
CC1=C(C(=O)N2CCOCC2)C(c2ccccc2F)C2=C(CC(C)(C)CC2=O)N1 (stereo not given)	-1.7&-1.7
O=C(Nc1ccccc1)C1CCN(c2nccs2)CC1	-15.4
O=C(Oc1ccccc1NC1=NS(=O)(=O)c2ccccc21)c1ccco1	1.0
CCOC(=O)c1c(NC(=O)c2cc([N+](=O)[O-])ccc2N2CCCCCC2)sc2c1CCCC2	-11.5

An excerpt from above in order of count of non-hydrogen atoms, low to high.
SMILES	14-3-3g Raf
O=C(Nc1ccccc1)C1CCN(c2nccs2)CC1	-15.4
O=c1oc2ccc(Br)cc2cc1-c1nc(-c2ccc(Br)cc2)cs1	-4.0
COc1ccc(CC(=O)N2CCN(c3ccccn3)CC2)cc1OC	-4.8
O=C(Oc1ccccc1NC1=NS(=O)(=O)c2ccccc21)c1ccco1	1.0
Cc1ccc(C2=NN(CC(=O)NCCCN3CCOCC3)C(=O)CC2)cc1	5.1
COc1cc(C(=O)Nc2ccc3nc(N4CCN(C)CC4)cc(C)c3c2)cc(OC)c1OC	-3.4

Further compounds.
SMILES	14-3-3g Raf
Oc1c(C(Nc2ccccn2)c2ccc(OC3CCCC3)cc2)ccc2cccnc12 (stereo not given)	7.5
N#Cc1ccc(NC(=O)c2cc3n(n2)C(C(F)(F)F)CC(c2ccc4c(c2)OCO4)N3)cc1 (stereo not given)	-0.3
O=C(CCn1c(=S)oc2ccccc21)NCc1ccco1	3.1
Cc1cc(N2CCOCC2)c2c(N)c(Br)cc(C)c2n1	-5.8&-3.1
CCOC(=O)CC1(C)NC(=O)c2c(C)sc(C(=O)OCC)c2N1 (stereo not given)	-6.3
CCc1ccc(S(=O)(=O)NCc2cn3cccc(C)c3n2)s1	-0.4
O=[N+]([O-])c1ccc(Br)c2cccnc12	-1.9
CCN(CC)CCCNS(=O)(=O)c1cccc2nsnc12	2.6
O=C(CSc1nnc(-c2ccco2)o1)NCC(=O)c1ccccc1	-0.8&-8.4
Oc1ccccc1C1=NNC(c2ccc(Br)cc2)C1 (stereo not given)	-0.1
CCN(CC)C(=O)Cn1cnc2sc(C(=O)NC(C)c3ccccc3)c(C)c2c1=O (stereo not given)	-5.0
CCc1ccccc1N(C)S(=O)(=O)c1ccc2[nH]cc(C(=O)N3CCCCC3)c(=O)c2c1	0.7
Cc1ccn2c(-c3csc(Nc4ccc(O)cc4)n3)c(C)nc2c1	-32.6
Nc1c(S(=O)Cc2ccc(Cl)cc2)sc2nc3c(cc12)CCCC3 (stereo not given)	-16.4
O=C(Nc1ccc(F)cc1)c1ccccc1[N+](=O)[O-]	-1.4
N#Cc1nc(-c2ccc(OCc3ccc(Cl)cc3)cc2)oc1NCCCn1ccnc1	0.8
CC1(C)CC(=O)C2=C(C1)Nc1cc(C(=O)c3ccccc3)ccc1NC2c1ccc(F)cc1 (stereo not given)	-3.9
Cc1ccc(-c2oc3ccccc3c(=O)c2O)cc1	-0.9
CSc1nc2sc3c(c2c(=O)[nH]1)CC(C)(C)OC3	-5.0
CCOC(=O)c1c(NC(=O)CSc2ncn[nH]2)sc(C)c1C	-12.9
COc1ccc(C(=O)Nc2ccc(-c3nc4ccccc4[nH]3)cc2)cc1Cl	-18.2
COCCCNC(=O)c1ccc2c(c1)N(Cc1cccc(F)c1)C(=O)c1ccccc1S2	-36.0
CCOCCCNC(=O)c1ccc2c(c1)N(Cc1ccccc1)C(=O)CS2	-10.4
CCOc1ccc(-n2c(=O)c3c(C)c(C)sc3n(CC(=O)NC3CCCC3)c2=O)cc1	-0.3
O=C(C(Sc1ccccc1)c1ccccc1)N1CCCc2ccccc21 (stereo not given)	-2.6
Carrying on.
SMILES	14-3-3g Raf
O/N=C1/CCc2cccc3cccc1c23	0.4
CCCCCn1c(N)nc2c1c(=O)[nH]c(=O)n2C	5.5
COc1ccc2c(c1)OCCC2=O	-12.3
CCOc1ccc2nc(NC(=O)c3cnccn3)sc2c1	-0.6
COc1ccc(OC)c(C2C(C(C)=O)=C(O)C(=O)N2c2nc3ccccc3s2)c1 (stereo not given)	-7.0
Cc1cccc(-c2nc(CS(=O)CC(=O)N3CCCCC3)c(C)o2)c1 (stereo not given)	-4.1
CCN(CC)c1cccc(OC2=NS(=O)(=O)c3ccccc32)c1	-29.0
O=C(COC(=O)c1ccc(NC(=O)c2ccc(Br)cc2)cc1)c1ccc(-c2ccccc2)cc1	-2.2
CC(C)CC(=O)Nc1nnc(C(C)(C)C)s1	-4.1
COc1ccc(NC(=O)CCCN2C(=O)CCC2=O)cc1Cl	5.1
COc1ccc(OC)c(N2C(=O)C3C4C=CC(C4)C3C2=O)c1 (stereo not given)	-3.1
Cc1sc(NC(=O)COc2cccc(-n3cnnn3)c2)c(C#N)c1C	-0.3
CCn1c(NC(=O)c2ccc(Cn3cc(Br)cn3)o2)nc2ccccc21	-0.1
O=C(CCC1Nc2c3ccccc3nc(=S)n2C1=O)NCc1ccc2c(c1)OCO2 (stereo not given)	-2.5
O=C(O)CCNCc1ccccc1	-10.1
O=C(NCc1ccc2c(c1)OCO2)c1ccc2c(c1)C(=O)N(Cc1cccnc1)C2=O	-3.6
Cc1ccc(S(=O)(=O)N2CCN(S(=O)(=O)N3CCCCC3)CC2)c(C)c1	2.5
Cc1ccc2[nH]c3c(=O)n(CCCN4CCOCC4)cnc3c2c1	-0.8
COc1ccc(Nc2ncnc3sc(C)cc23)cc1Cl	3.8
Cc1cccc(NC(=O)c2cnc3scc(C)n3c2=O)c1	-6.9
COc1ccc(Oc2c(C(F)(F)F)oc3cc(OC(=O)c4ccc(F)cc4)ccc3c2=O)cc1	5.7
CCN(CC)c1nc(C)nc2sc(C(=O)Nc3ccc(C)cc3Br)c(C)c12	-0.4
CC1(C)CC(=O)C2=C(C1)Nc1nc(SCc3ccccc3)[nH]c(=O)c1C2c1ccncc1 (stereo not given)	-6.5
CC(C)(C)OC(=O)C(C(=O)OC(C)(C)C)c1c(F)c(F)nc(F)c1F	-0.9
Cc1ccc(C)c(CN2C(=O)CSc3ccc(C(=O)NCCc4ccccc4)cc32)c1	2.6
CCCOC(=O)C1=C(C)NC2=C(C(=O)CC(c3cccs3)C2)C1c1cccc(OC)c1OC (stereo not given)	-1.1
CC1=C(C(=O)OCCOc2ccccc2)C(c2cccc(Cl)c2)C2=C(CC(c3cccs3)CC2=O)N1 (stereo not given)	-8.1
COc1ccc(OC)c(S(=O)(=O)n2cccn2)c1	-3.9&-2.9
Cc1cccc(-c2nc3cc(N=Cc4ccccc4[N+](=O)[O-])ccc3o2)c1	-16.9

Only part of the results is shown, so the mix of outcomes need not match the whole.
